# ASM inhibitor: blocks human secretory acid sphingomyelinase | P17405 | placental ASM, HMU-PC fluorogenic substrate, 60 min | Potency, µM (titrated, usually from 57.5 µM), for inactives: top-dose activity change, negative = inhibition, usual class: inhibitors | actives 0.006% (n = 340,000); further: potency means the concentration at half of the fitted maximal effect
#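 Fluorogenic HMU-PC substrate (9 uM final) is turned over by placental ASM in 60 min at 37 C after a 10 min compound preincubation. Reaction ended by alkaline stop (pH 10), with fluorescence read at 386/447 nm.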
# AT treatment: potential ataxia-telangiectasia treatment. actives 0.19% (n = 320,000). Potency, µM (series often up to 57.5 µM), for inactives: at the top dose activation, actives largely listed as activators. […] A-T fibroblasts, KAP-1 phosphorylation AlphaLISA; neocarzinostatin DNA damage 30 min before lysis. AID 485349; further: potency means the concentration at half of the fitted maximal effect; % of control where 0% means no effect; nearly all actives have a fitted effect of over 45% in size
#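 ATM-like activity read as KAP-1 phosphorylation via AlphaLISA donor/acceptor antibody pairs after lysis and 6 hr at 25C. Cells were ATM-null patient fibroblasts ([…], hTERT), dosed 60 min, then exposed to the DSB inducer NCS for 30 min.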
# a7 integrin act: activators of alpha7 integrin expression for muscular dystrophy | actives 0.064% (n = 350,000) | Potency, µM (doses to about 38.3 µM), for the others: at the top dose activation, actives largely listed as activators | alpha7betagal myoblasts, beta-gal FDG fluorescence, 48 h;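 further: potency means the concentration at half of the fitted maximal effect; 100% = response of the positive control SU9516; nearly all actives have a fitted effect of over 60% in size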
#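 Alpha7betagal+/- myoblasts (passage 13) were plated 16-24 hr, then exposed to compounds (1:260 dilution of DMSO stock) for 48 hours at 37C. After MPER lysis, β-galactosidase reporter activity was read as FDG fluorescence (ex 480/em 540) after 30 minutes.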
# ELG1 repair inh: ELG1-dependent DNA repair inhibition; HEK293T ELG1-luciferase reporter, luminescence, 16 h; DNA damage induced by 5-fluorouridine; Potency, µM (titrated, usually from 46.1 µM), for the others: top-dose activity change, negative = inhibition, usual class: inhibitors; actives 2.3% (n = 330,000); AID 504467; further: potency means the concentration at half of the fitted maximal effect; on the % scale 0 is the no-effect control and ±100 the full control effect; nearly all actives have a fitted effect of over 55% in size
#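 In this reporter screen, reduction of luminescence relative to DMSO vehicle indicated activity. Compounds and 5-fluorouridine were added together to 2,000 cells per well, incubated for 16 hr at 37 °C, then developed with ONE-Glo.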
# Eya2 inh: inhibitors of human Eya2 phosphatase activity | AID 488837 | Potency, µM (highest dose often 76.9 µM), without a hit: at the highest dose activity, negative = inhibition, hits mostly inhibitors | actives 0.006% (n = 330,000) | O00167 | recombinant Eya2, OMFP fluorescence dephosphorylation (OMFP is methylfluorescein phosphate); further: potency means the concentration at half of the fitted maximal effect; on the % scale 0 is the no-effect control and ±100 the full control effect
# Target sequence (O00167 whole entry, looked up): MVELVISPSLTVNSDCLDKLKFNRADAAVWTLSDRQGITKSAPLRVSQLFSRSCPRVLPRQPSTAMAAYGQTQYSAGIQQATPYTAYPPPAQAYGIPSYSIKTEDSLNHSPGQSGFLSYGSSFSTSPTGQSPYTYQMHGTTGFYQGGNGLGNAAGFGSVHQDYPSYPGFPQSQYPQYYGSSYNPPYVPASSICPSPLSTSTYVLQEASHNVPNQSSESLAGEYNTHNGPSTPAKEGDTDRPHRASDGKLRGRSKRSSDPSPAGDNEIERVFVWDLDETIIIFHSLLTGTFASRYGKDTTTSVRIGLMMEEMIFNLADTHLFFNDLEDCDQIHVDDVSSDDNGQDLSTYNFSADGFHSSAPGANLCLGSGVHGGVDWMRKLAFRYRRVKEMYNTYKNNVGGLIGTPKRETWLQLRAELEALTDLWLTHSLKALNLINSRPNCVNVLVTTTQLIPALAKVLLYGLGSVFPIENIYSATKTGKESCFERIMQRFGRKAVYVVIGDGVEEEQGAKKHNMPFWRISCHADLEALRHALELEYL
#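 Eya2 (0.2 uM) preincubated 10 min at ambient with compound, then OMFP substrate added at 50 uM; 10 min reaction in 50 mM HEPES pH 7.5, 50 mM NaCl, 5 uM MgCl2, 0.05% BSA, 1 mM DTT. Fluorescence read at Ex 485/Em 525 nm.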
# Mito fusion yeast: inhibitors of mitochondrial division or activators of mitochondrial fusion; S. cerevisiae fusion-defective mutant growth rescue, CellTiterGlo 48 h; Potency, µM (top dose mostly 46.1 µM), for the others: at the top dose growth rescue (activation), usual class: activators; actives 0.23% (n = 320,000); AID 485298;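 further: potency means the concentration at half of the fitted maximal effect; % of control where 0% means no effect; nearly all actives have a fitted effect of over 45% in size; temperature-sensitive fusion mutants such as fzo1-1 at 37 °C on non-fermentable ethanol glycerol medium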
#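 Luminescent cell viability in 1536-well qHTS format served as the measure of rescued growth in ts fusion-mutant S. cerevisiae cultured on non-fermentable YPEG for 48 hours at 37C.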
# TSHR antag: blocks TSH signaling through the human TSH receptor; TSHR-expressing cells, TSH-stimulated cAMP HTRF, 2 h; hits give low values; activity change, negative = inhibition, % at 11.5 µM; actives 0.2% (n = 330,000);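 active means activity change below a set negative limit, meaning inhibition stronger than a set level, cut at about -70% in these data; inconclusive means activity change between two set negative limits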; further: on the % scale 0 is the no-effect control and ±100 the full control effect
#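 Antagonism was scored as loss of TSH-driven cAMP in TSHR cells, stimulated with 4nM TSH (EC80) for 2 hours at 37 deg C and detected by homogeneous HTRF competition immunoassay.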
# BCR signal inh: blocks chronic active B-cell receptor signaling; ABC-DLBCL IkBa-CBG/CBR reporter, luminescence ratio, 4 h; actives 0.05% (n = 340,000); Potency, µM (series often up to 46.1 µM), for inactives: at the top dose ratio change, negative = lower green/red ratio, hits mostly inhibitors; active means well fitted inhibition curve with a large enough effect in the signal ratio, with a control signal flat, not every such curve was filed as active; inconclusive means small, poorly fitted or top-dose-only effect, or effect the other way, or a change in a side signal; the % refers to the signal ratio;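 further: potency means the concentration at half of the fitted maximal effect; plate controls were basal doxycycline-induced cells for no effect and cells given 10 µM MG132 for full effect; MG132 reads +100%, hits lower the ratio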
#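 Cell line TMD8 (human ABC DLBCL), stably expressing tet-inducible CBG68-IkBa fusion and CBR; IMDM/0.5% FBS; cpd up to 46 uM; dox induction, 4 h, 37C/5% CO2; dual luminescence; green/red ratio; MG132 control.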
# Tb PFK block: T. brucei PFK enzyme inhibition; O15648; T. brucei PFK, ADP-Glo luminescence; Potency, µM (titrated, usually from 57.5 µM), for the others: top-dose activity, negative = inhibition, actives largely listed as inhibitors; actives 0.17% (n = 330,000); AID 485367;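 further: potency means the concentration at half of the fitted maximal effect; 0% = uninhibited 1x PFK enzyme wells and -100% = no-enzyme wells; nearly all actives have a fitted effect of over 60% in size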
#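 Compounds were pin-transferred as a titration series up to 57 uM into substrate buffer (0.5 mM F6P, 0.1 mM ATP, pH 8.0), then 1.25 nM PFK was added and reactions ran 45 min before ADP-Glo detection.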
# TCR activator: T cell receptor activation. primary human leukocytes, anti-CD3, IL-2 HTRF, 48 h. Potency, µM (highest dose often 9.22 µM), for inactives: at the highest dose activation of IL-2 secretion, actives largely listed as activators. 330,000 tested, under 10 active; further: % of control where 0% means no effect
#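 Activity was scored as IL-2 release from primary human leukocytes given only a TCR signal (a-CD3 beads) plus compound for 48 hr. Detection used a two-antibody HTRF format read at 665nm.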
# PTAP TSG101 blk: blocks PTAP/TSG101 interaction to inhibit HIV-1 budding; Q99816; Fluorescence polarization, FITC-PTAP peptide / Tsg101 binding; Potency, µM (doses to about 115 µM), for inactives: at the highest dose activity change, negative = inhibition, most hits filed as inhibitors; 340,000 tested, under 10 active; AID 493005; active means well fitted inhibition curve with a large enough effect in the main read-out, with a control signal flat, not every such curve was filed as active; inconclusive means small, poorly fitted or top-dose-only effect, or effect the other way, or a change in a side signal; inactive means no such curve, though single readings can be large or run the other way; further: potency means the concentration at half of the fitted maximal effect; % of control where 0% means no effect
# Target sequence (Q99816 whole entry, looked up): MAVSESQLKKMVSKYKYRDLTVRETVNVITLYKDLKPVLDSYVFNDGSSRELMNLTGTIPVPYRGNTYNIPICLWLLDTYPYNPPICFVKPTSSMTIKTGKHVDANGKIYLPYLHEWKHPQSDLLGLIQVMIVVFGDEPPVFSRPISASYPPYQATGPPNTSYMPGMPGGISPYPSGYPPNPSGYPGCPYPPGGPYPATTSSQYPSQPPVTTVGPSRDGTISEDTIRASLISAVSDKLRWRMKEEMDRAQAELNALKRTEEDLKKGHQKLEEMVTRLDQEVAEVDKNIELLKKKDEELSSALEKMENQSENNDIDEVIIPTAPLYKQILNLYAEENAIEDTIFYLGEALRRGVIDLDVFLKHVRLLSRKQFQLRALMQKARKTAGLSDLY
#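 Fluorescence anisotropy tracks displacement of a FITC-tagged PTAP peptide (50 nM) from the Tsg101 binding domain (10 uM), following a 20 min room-temperature incubation at pH 7.5.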
# Numbers without * were called inactive; ? = inconclusive; . = not tested or not shown; [ ] = another dose, or the depositor's remark. Unless noted, the call rests on the fitted dose curve; in most records, active means well fitted curve in the direction sought with a large enough effect; inconclusive means small, poorly fitted or top-dose-only effect, or another doubt; inactive means no such curve, though single readings can be large; an effect the other way counts as inactive or inconclusive.
smiles,ASM inhibitor,AT treatment,a7 integrin act,ELG1 repair inh,Eya2 inh,Mito fusion yeast,TSHR antag,BCR signal inh,Tb PFK block,TCR activator,PTAP TSG101 blk
Oc1[nH]c(=S)sc1/C=C1\C(c2ccccc2)=Nc2ccccc21,-12%,7%,2%,5%,7%,-18%,-21,-26%,0%,-4%[46.1 µM],4%
O=C(CN(c1ccc2c(c1)OCCO2)S(=O)(=O)c1ccccc1)NCc1ccc(Cl)cc1,3%,5%,0%,26µM*,0%,7%,4,?,5%,4%[46.1 µM],-4%
Clc1ccc(CO/N=C2\CCCc3nonc32)cc1,2%,16%,-7%,?,-2%,8%,-3,?,1%,-8%[46.1 µM],0%
Nc1nc(N)c2sc3nc4c(cc3c2n1)CCC4,130%[activator],-4%,17%,?,-31%,-2%,-7,11%,-1%,-3%,-13%
Cc1ccc(S(=O)(=O)N2CCCOC2CNC(=O)C(=O)NCCN2CCOCC2)cc1 (stereo not given),8%,12%,?,10%,-4%,-4%,5,7%,-12%,-1%,5%
CC(C)(C)C(=O)OCC1OC(n2cnc(C(N)=O)n2)C(O)C1O (stereo not given),-1%,-1%,-21%,4%,12%,-2%,3,5%,-13%,5%,0%
CN1CCN(C(=O)NCC23CC4CC(CC(C4)C2)C3)CC1,-2%,0%,5%,25%,0%,5%,3,1%,-5%,-4%,0%
O=C(NC(=S)N1CCCCC1)c1cccs1,-1%,0%,10%,9%,2%,-4%,-1,?,-1%,9%[46.1 µM],-4%

# Fetched by structure from the entries so far, 3 records:
smiles,ASM inhibitor,AT treatment,a7 integrin act,ELG1 repair inh,Eya2 inh,Mito fusion yeast,TSHR antag,BCR signal inh,Tb PFK block,TCR activator,PTAP TSG101 blk
Oc1[nH]c(=S)sc1/C=C1\C(c2ccccc2)=Nc2ccccc21,-12%,7%,2%,5%,7%,-18%,-21,-26%,0%,-4%[46.1 µM],4%
O=C(NC(=S)N1CCCCC1)c1cccs1,-1%,0%,10%,9%,2%,-4%,-1,?,-1%,9%[46.1 µM],-4%
O=C(CN(c1ccc2c(c1)OCCO2)S(=O)(=O)c1ccccc1)NCc1ccc(Cl)cc1,3%,5%,0%,26µM*,0%,7%,4,?,5%,4%[46.1 µM],-4%

# Other structures
smiles,ASM inhibitor,AT treatment,a7 integrin act,ELG1 repair inh,Eya2 inh,Mito fusion yeast,TSHR antag,BCR signal inh,Tb PFK block,TCR activator,PTAP TSG101 blk
Cc1[nH]nc2c1C(c1ccsc1)C1=C(CC(C)(C)CC1=O)N2 (stereo not given),14%,4%,-19%,-11%,2%,7%,3,10%,0%,-5%,-4%
COc1cc(Br)cc(CN2CCN(C=O)CC2)c1O,0%,6%,-2%[7.66 µM],-2%,4%,-3%,0,-5%,-12%,.,-4%
COc1ccccc1CCNC(=O)c1nccnc1C(=O)O,-2%,-7%,0%,-3%,10%,5%,-8,-1%,1%,-7%,0%
COCCNC(=S)NNC(=O)c1cccs1,4%,-2%,3%,7%,-10%,-6%,-6,-2%,3%,3%,0%
COc1cccc(/C(C)=N/NC(=O)c2ccc(N(C)C)cc2)c1,-1%,-4%,15%,?,5%,0%,26,?,4%,15%,1%
O=C(NC(=S)N1CCCCC1c1cccnc1)c1ccccc1 (stereo not given),8%,0%,-18%,-11%,19%,-4%,37,?,-5%,-2%,1%
CC(=O)NCCCOc1ccc([N+](=O)[O-])cc1Cl,-9%,5%,25%,?,?,-10%,5,-5%,-3%,4%,-4%
CCOc1ccc(NC(=O)CSc2nnnn2-c2ccc(C(N)=O)cc2)cc1,-1%,6%,-10%,?,4%,6%,-3,-1%,1%,5%,-1%
CCCCN(C)S(=O)(=O)c1cc2c3c(c1)CCC(=O)N3CCC2,2%,-3%,-6%,11%,3%,7%,-11,?,0%,-10%,-4%
CCCCN(C)C(=O)c1nc2ccccn2c1CNC1CCC1,6%,0%,-15%,-14%,-3%,3%,8,?,2%,1%,-7%
Cc1nc(NCCC(C)C)c2nnn(Cc3ccccc3)c2n1,4%,4%,6%,1%,?,-13%,23,-2%,-5%,2%,-1%
O=C(CSc1nn(-c2ccc(F)cc2)c(=S)s1)NCC1CCCO1 (stereo not given),-2%,1%,-17%,-4%,-1%,2%,-3,-7%,0%,13%,-2%
CC(C)NCC(O)COCc1ccc(Cl)cc1 (stereo not given),2%,11%,-22%,-16%,17%,-4%,-10,-1%,1%,-6%,-7%
COc1ccc(CNc2nc3c(c(=O)n(Cc4ccc(F)cc4)c(=O)n3C)n2C)cc1,-20%,-5%,9%,18µM*,2%,?,1,4%,4%,3%,-4%
O=C1NCCN(Cc2ccc(-c3ccccc3)cc2)C1CC(=O)N1CCN(CCO)CC1 (stereo not given),7%,1%,1%,-14%,-3%,-1%,6,?,0%,4%,0%
CC(/C=N\NC(=O)CN1CCN(S(=O)(=O)c2ccc(C)cc2)CC1)=C\c1ccccc1,-4%,-5%,3%,-15%,-5%,7%,1,-13%,-10%,8%[46.1 µM],-10%

# Remaining list, next part
# The line under a structure holds: ASM inhibitor | AT treatment | a7 integrin act | ELG1 repair inh | Eya2 inh | Mito fusion yeast | TSHR antag | BCR signal inh | Tb PFK block | TCR activator | PTAP TSG101 blk
- COc1ccc2c(C)cc3nncn3c2c1
    0% | 15% | -8% | ? | -5% | -6% | 20 | 0% | 1% | . | -2%
- CCC1(CC)Cc2ccccc2C(=C(C#N)C#N)N1
    -2% | 6% | -18% | 5% | -5% | 0% | -5 | 2% | -15% | 1% | -7%
- COc1ccc(OC)c(NC(=O)Cn2cc(C#N)c3cc(Br)ccc32)c1
    -1% | 1% | 18% | ? | 7% | -1% | . | 7% | -6% | 1% | -7%
- COc1ccc(CNc2ccc(S(=O)(=O)N3CCN(C)CC3)cn2)cc1OC
    0% | 2% | 21% | 2% | 2% | 2% | 0 | -2% | -7% | 2% | 0%
- Cc1ccccc1C(=O)Nn1c(C)ccc1C
    . | -1% | . | -1% | 14% | -4% | -1 | ? | 3% | . | .
- COCCN(C(=O)COc1ccccc1)c1nnc(-c2cccnc2)s1
    1% | 10% | 15% | 3% | 7% | 0% | -2 | 0% | -1% | 0% | -1%
- COc1ccc(N2CCN(C(=O)CN3C(=O)NC4(CCCc5ccccc54)C3=O)CC2)cc1 (stereo not given)
    -3% | -2% | 3% | -10% | -4% | -9% | 6 | 2% | 2% | 1% | -9%
- COc1ccc(NC(=O)CN2CCC(NC(=O)c3ccco3)CC2)c([N+](=O)[O-])c1
    -4% | 1% | 15% | ? | 7% | -2% | 7 | -2% | 1% | -9% | 1%
- O=C(O)C1CCN(c2nc(-c3ccccc3)c3cc(Br)ccc3n2)CC1
    25% | ? | -11% | 24% | 19% | -84%[inhibitor] | -31 | ? | -21% | 6% | -9%
- Cc1cccc2nc(CSc3ccc(Cl)cc3)cn12
    3% | 5% | -18% | ? | 1% | 1% | -6 | ? | -8% | 1% | 1%
- CN(Cc1ccco1)C(=O)CSc1nn2c(=O)c(C(C)(C)C)nnc2s1
    -2% | 6% | -60%[inhibitor] | 9% | -2% | . | . | ? | 1% | 8% | 0%
- CCN(C(=O)c1coc(=O)c2ccccc12)c1cc(OC)ccc1OC
    0% | 21% | 15% | 6% | 8% | 2% | -11 | -1% | -4% | 7% | -9%
- O=C(NNC(=O)c1ccccc1F)c1ccc(NS(=O)(=O)c2ccc(F)cc2)cc1
    -1% | -3% | -10% | 4% | 10% | 1% | 18 | -17% | 0% | 4% | -1%

# Compound activity deposited in PubChem by National Center for Advancing Translational Sciences (NCATS).
